High-throughput results as filed in PubChem.
M1 ag parental = counter-screen for M1 agonists: effect in parental CHO-K1 cells | Fluo-8 calcium fluorescence; scaled to maximal ATP response, vehicle zero | activation, % at 3 µM | 0.48% of 360,000 active | AID 602248, 2012; in the data active = activation above about 15%;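 note: untransfected CHO-K1 host cells lacking M1 receptor as counterscreen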
CHO parental Ca = ATP-evoked calcium signal inhibitors, parental CHO, primary screen, counter-screen for OX1R antagonist project, cell-based, fluorescence, Fluo-8 calcium dye; inhibition, % at 5.6 µM; parental CHO-K1, ATP-induced calcium, Fluo-8 fluorescence; 0.63% of 330,000 active;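 active = inhibition above that plate's mean sample inhibition plus 3 SD, cut at about 26% in these data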;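 note: 0% = ATP-challenged DMSO wells and 100% = DMSO wells without ATP; some compounds past the cut are filed as inactive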
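Material – parental CHO cells · Reagent – ATP stimulus · Compound – single nominal dose of 5.6 µM per compound · Detection – Fluo-8 fluorescence · Read-out basis – percent inhibition of calcium signal · Controls – ATP-challenged DMSO wells low, unchallenged DMSO wells high · Repeats – no replicates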
CHO-K1 Ca antag = M1 antagonist counterscreen hit in parental CHO-K1 cells; ATP-induced calcium, Fluo-8 fluorescence; inhibition, % at 3 µM; 0.6% of 360,000 active; AID 602250;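 active = inhibition above a per-plate cutoff, the plate's mean sample inhibition plus 3 SD, cut at about 24% in these data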;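 note: 0% = DMSO plus EC80 ATP and 100% = DMSO alone without ATP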
OXTR potentiator = human OXTR potentiators, primary screen, fluorescence, CHO-OTR cells, Fluo-8 calcium | Oxytocin receptor (Homo sapiens), P30559 | Fluo-8 calcium fluorescence, potentiator mode; 0% = oxytocin EC15, 100% = EC100 | activation, % at 3 µM | 0.061% of 320,000 active | AID 2445, 2010;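 active = activation above that plate's cutoff, the mean activation of tested compounds plus 3 SD, cut at about 6.6% in these data, passing the limit was not always enough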;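 note: 100% uses oxytocin at 75 nM as the full agonist control; some results filed as inactive read as strong as hits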
Target sequence (P30559 whole entry, looked up): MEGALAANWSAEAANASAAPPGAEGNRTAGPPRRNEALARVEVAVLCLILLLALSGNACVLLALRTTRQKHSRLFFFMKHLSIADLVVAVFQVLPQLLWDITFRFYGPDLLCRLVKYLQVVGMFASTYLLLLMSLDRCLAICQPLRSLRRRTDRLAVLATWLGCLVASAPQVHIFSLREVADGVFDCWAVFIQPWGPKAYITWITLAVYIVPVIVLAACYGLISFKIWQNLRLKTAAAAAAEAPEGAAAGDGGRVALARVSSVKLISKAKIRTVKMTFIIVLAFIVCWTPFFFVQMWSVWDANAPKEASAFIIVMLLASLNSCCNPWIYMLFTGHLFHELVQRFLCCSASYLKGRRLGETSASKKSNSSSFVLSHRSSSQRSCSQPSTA
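Assay system: CHO cell line stably expressing human OTR. Reagent: EC15 oxytocin agonist. Dosing: single dose, 3.0 µM nominal final compound concentration. Timing: compound 6 min at room temperature before oxytocin, 100 s read. Signal: kinetic Fluo-8 calcium fluorescence. Controls: oxytocin EC15 low and EC100 high.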
CHRM1 antagonist = human M1 muscarinic receptor antagonists, primary screen, CHO-K1 cells, Fluo-8 calcium fluorescence, 1536-well; Muscarinic acetylcholine receptor M1 (Homo sapiens), P11229; CHO-K1 hM1, ACh EC80 antagonist; inhibition, % at 3 µM; 1.3% of 360,000 active; AID 588852, 2011;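 active = percent inhibition above its own plate's cutoff, namely the mean of that plate's compound wells plus 3 SD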;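 note: peak over basal fluorescence ratio during 140 s after agonist addition; 0% = ACh EC80 plus DMSO and 100% = DMSO alone without agonist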
CHRM1 PAM = human M1 muscarinic receptor positive allosteric modulators, primary screen, CHO-K1 cells, Fluo-8 calcium fluorescence, 1536-well; CHO-K1 hM1, ACh EC20; 0% = ACh EC20, 100% = maximal ACh; activation, % at 3 µM; 0.088% of 360,000 active; AID 588819, 2011; in the data active = activation above about 19%, passing the limit was not always enough
M4 ag = human M4 muscarinic receptor agonists, primary screen, CHO-K1 cells, Fluo-8 calcium fluorescence | CHO-K1 hM4/Gqi5; vehicle 0%, full acetylcholine response 100% | activation, % at 3 µM | 0.14% of 360,000 active | AID 624127, 2012;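 active = activation above the run mean over all test wells plus 3 SD, cut at about 32% in these data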;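 note: peak over basal fluorescence ratio per well then scaled between controls; 0% = DMSO wells and 100% = acetylcholine at EC100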
Target sequence (P08173 whole entry, looked up): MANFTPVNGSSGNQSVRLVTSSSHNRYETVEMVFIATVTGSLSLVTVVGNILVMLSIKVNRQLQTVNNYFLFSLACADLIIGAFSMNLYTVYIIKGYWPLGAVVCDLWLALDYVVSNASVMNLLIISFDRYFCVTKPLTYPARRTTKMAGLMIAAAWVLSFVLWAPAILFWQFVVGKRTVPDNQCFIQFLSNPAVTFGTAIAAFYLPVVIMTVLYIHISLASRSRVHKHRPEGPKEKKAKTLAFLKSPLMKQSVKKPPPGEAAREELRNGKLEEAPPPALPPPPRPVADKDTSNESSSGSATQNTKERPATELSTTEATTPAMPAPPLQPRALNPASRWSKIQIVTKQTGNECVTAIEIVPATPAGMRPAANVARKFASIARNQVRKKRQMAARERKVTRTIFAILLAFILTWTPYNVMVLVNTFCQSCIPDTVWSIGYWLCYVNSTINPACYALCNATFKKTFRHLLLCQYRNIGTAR
CHRM1 agonist = human M1 muscarinic receptor agonists, primary screen, Fluo-8 calcium fluorescence, CHO-K1 cells, HTS. CHO-K1 hM1, agonist mode; 0% DMSO, 100% acetylcholine EC100. activation, % at 3 µM. 0.33% of 360,000 active. AID 588814, 2011;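 active = activation above the run's mean compound activation plus 3 SD, cut at about 16% in these data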;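 note: peak over basal fluorescence ratio within a 140 s kinetic read after compound addition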
M4 antag = human M4 muscarinic receptor antagonists, primary screen, CHO cells, Fluo-8 calcium fluorescence; Muscarinic acetylcholine receptor M4 (Homo sapiens), P08173; CHO-hM4 cells, ACh EC80; inhibition, % at 3 µM; 0.73% of 360,000 active; AID 624125, 2012;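 active = inhibition above its plate's cutoff, the mean inhibition of sample wells plus 3 SD, cut at about 27% in these data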;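 note: 0% = acetylcholine EC80 with DMSO and 100% = DMSO without agonist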
* marks the source's active call; other numbers are inactive results; x = no result given.

Below each SMILES – M1 ag parental | CHO parental Ca | CHO-K1 Ca antag | OXTR potentiator | CHRM1 antagonist | CHRM1 PAM | M4 ag | CHRM1 agonist | M4 antag
1: CC(C)(C)n1nc(-c2ccc(Cl)cc2)c2c(N)ncnc21
    0.0 | -31 | -10 | -16 | -12 | 8 | 0 | -6 | 4
2: CSCC[C@H](NC(=O)[C@@H]1Cc2ccccc2CN1)C(=O)NC[C@H]1CC[C@H](C(=O)O)CC1
    -0.2 | -2 | 6 | -14 | -8 | 6 | 0 | -3 | -1
3: Cc1ccc(-n2nc(C)cc2Nc2ncc(Cl)cc2Cl)cc1
    -0.5 | -26 | -7 | 7 | 8 | -20 | -2 | -8 | 2
4: COc1ccc(S(=O)(=O)N2CCOC2CNC(=O)C(=O)NCc2ccc3c(c2)OCO3)cc1 (stereo not drawn)
    7.1 | -17 | -20 | 0 | -8 | 5 | 6 | -2 | -7
5: CN1CCN(Cc2ccc(-c3ccc(Cl)cc3)o2)CC1
    2.5 | -12 | -10 | -2 | 2 | 3 | 3 | -6 | 5
6: COc1ccccc1C(=O)N1CCN(C(=O)[C@H]2O[C@@H](n3ccc(=O)[nH]c3=O)[C@H](O)[C@@H]2O)CC1
    -0.5 | x | 7 | x | 1 | 1 | 1 | -3 | -10
7: Cc1ccc(-c2ccc(CN3C(C)C(=O)N(Cc4cn(CC5CCCCC5)nn4)CCS3(=O)=O)cc2)cc1 (stereo not drawn)
    0.5 | x | -17 | x | -26 | 13 | 2 | -3 | -13
8: O=C(C1CC(c2ccc(F)cc2)=NO1)N1CCCCC1 (stereo not drawn)
    0.5 | -10 | -12 | -2 | 3 | -2 | 3 | -3 | 2
9: COc1cccc(OCCNc2ccc([N+](=O)[O-])cn2)c1
    -0.2 | -9 | 18 | -8 | 4 | 4 | 1 | -1 | -6
10: COc1cccc(C(=O)N2CCN(S(C)(=O)=O)CC2)c1
    0.8 | -8 | -14 | 3 | -6 | 10 | 0 | -4 | 3
11: CCn1c(SCC(=O)NCC2CCCO2)nnc1-c1c[nH]c2ccccc12 (stereo not drawn)
    1.0 | -17 | -16 | -1 | -9 | 7 | 1 | -4 | 7
12: CN(CC(=O)Nc1ccc(F)c(F)c1F)C(=O)C1CCCCC1
    0.8 | -10 | -22 | -5 | -8 | 5 | 1 | -2 | -12
13: CCCCc1nc(SCC(=O)Nc2nnc(C(C)C)s2)n[nH]1
    2.2 | -7 | -7 | -1 | -16 | 8 | 1 | 0 | -2
14: CCc1cc(-c2nnn(CCC3COCCO3)c2C(C)(C)O)ccc1-c1cn(CCc2c[nH]c3ccccc23)nn1 (stereo not drawn)
    4.6 | x | -2 | x | 0 | -8 | 11 | 0 | -6
15: O=C1c2cccc3cccc(c23)C(=O)N1CCN1CCN(C(=S)Nc2ccccc2)CC1
    0.2 | -14 | -14 | -5 | 1 | 5 | 0 | -2 | -3
16: Cc1nn2c(=O)[nH]cnc2c1Cl
    -0.4 | x | 15 | x | -10 | 1 | -1 | -2 | -26
17: O=C(COC(=O)c1ccc(O)cc1O)c1ccc2c(c1)OCCO2
    6.9 | -1 | -10 | -11 | 0 | 7 | 6 | 1 | -4
18: Cc1c(NC(=O)C(=O)N/N=C/c2cccs2)c(=O)n(-c2ccccc2)n1C
    -0.4 | 0 | -6 | -1 | -3 | 3 | -1 | -5 | -3
19: CCOC(=O)C1=CN(CC)S(=O)(=O)NC1c1ccccc1 (stereo not drawn)
    -0.1 | -8 | -8 | x | -7 | 5 | 0 | 1 | -10
20: COC(=O)C1=C(C)N=C2SCCC(=O)N2C1c1ccc(OC(=O)c2ccco2)cc1 (stereo not drawn)
    0.0 | x | 20 | x | 29 | -14 | 1 | -7 | -4
21: Cc1ccccc1-n1nc2c(c1NC(=O)c1cccc(F)c1)CS(=O)C2 (stereo not drawn)
    -0.2 | 8 | 4 | 0 | -5 | 5 | 0 | -4 | -13
22: CCOc1cccc(C(=O)Nc2ccccc2C(=O)N2CCN(C)CC2)c1
    0.5 | -14 | 4 | 1 | -2 | 2 | 0 | -3 | -11
23: CCS(=O)(=O)N1CCN(S(=O)(=O)c2ccccc2)CC1
    1.4 | -1 | -14 | -9 | -12 | 12 | 1 | -3 | 13
24: COc1cc(S(=O)(=O)NCCCN2CCOCC2)ccc1-n1cnnn1
    0.0 | -4 | -4 | 1 | 0 | 4 | 0 | -3 | -4
25: CCOC(=O)C1CCCN(C(=O)c2cccc(OC(F)(F)F)c2)CC1 (stereo not drawn)
    0.5 | x | -8 | x | -22 | 9 | 0 | -6 | -9
26: O=C(CSc1nc(-c2ccccc2)c(-c2ccccc2)[nH]1)NCc1ccco1
    0.0 | -25 | -25 | 0 | -3 | 6 | 2 | -2 | -12
27: NCCCCCc1nnc(SCc2ccc(Cl)c(Cl)c2)o1
    1.1 | -11 | 1 | -2 | 48* | -27 | 3 | -7 | 67*
28: O=C(NC(=S)NNS(=O)(=O)c1ccccc1)c1cccnc1
    -0.2 | -4 | 7 | -6 | -13 | 12 | 1 | 2 | -10
29: CC1Sc2ccc(S(=O)(=O)N3CCC(C(=O)N(C)Cc4ccccc4)CC3)cc2NC1=O (stereo not drawn)
    10 | 8 | -1 | -5 | 6 | -9 | 18 | 1 | -3
30: COc1ccc(N2CCN(c3cc(C)c4ccccc4n3)CC2)cc1
    2.5 | -22 | 1 | 4 | 2 | 3 | 8 | -3 | -12
31: Cc1ccc(NC(=O)c2ccc3c(c2)nnn3C)cc1
    0.2 | -9 | -3 | -5 | -8 | 13 | 1 | -6 | 4
32: C#CCOC(=O)CCC(=O)NCCc1ccccc1
    -0.2 | -7 | 3 | -11 | 5 | -6 | 0 | -2 | -5
33: C/C(=C\c1ccc(C(=O)O)cc1)c1ccc2c(c1)C(C)(C)CCC2(C)C
    -0.1 | -5 | -4 | -1 | -10 | -5 | 1 | -2 | 0
34: COc1cc2nc(CN3CCOCC3)n(CC(=O)N3CCCCCC3)c(=O)c2cc1OC
    0.1 | 11 | -7 | 1 | -19 | 11 | 1 | 3 | 6
35: CC(NC(=O)COC(=O)c1cccc(S(=O)(=O)N2CCCC2)c1)c1ccccc1 (stereo not drawn)
    1.2 | -14 | 16 | -9 | -4 | 4 | 3 | -2 | -15
36: Cc1c(Cl)cccc1NC(=O)Nc1ccn(C)n1
    -0.1 | -15 | 2 | -2 | -13 | 6 | 0 | -2 | 4
37: CCOC(=O)N1CCN(C(=O)c2noc3c2COc2ccccc2-3)CC1
    4.9 | -6 | -9 | -8 | -4 | 1 | 2 | 0 | 8
38: Cc1c(NC2=CC(=O)CCC2)c(=O)n(-c2ccccc2)n1C
    0.4 | 12 | -15 | 4 | -5 | 6 | 0 | -4 | -13
39: CCc1ccccc1OCC(=O)OCC(=O)N1CC(=O)Nc2ccccc21
    0.5 | -4 | 19 | -8 | 4 | 5 | 2 | -2 | -10
40: COc1cc(SC)ccc1C(=O)Nc1ccccn1
    2.2 | -16 | -10 | -12 | -9 | 6 | 4 | -4 | -8
41: Fc1ccc(CN2CCCN(Cc3nc(-c4ccc5c(c4)OCO5)no3)CC2)cc1
    9.2 | -22 | 11 | -14 | -2 | -6 | 4 | -12 | 9
42: CN(Cc1ccccc1)C(=O)COC(=O)CCNC(=O)c1ccccc1Cl
    1.2 | 2 | -14 | -12 | -1 | 9 | 3 | -5 | -8
43: CCN(CC)CCNC(=O)c1ccc(NC(=O)c2ccc(F)cc2F)cc1
    0.3 | -11 | -9 | -4 | 3 | -3 | 1 | -10 | -7
44: CC(=O)c1c(C)[nH]c(C(=O)N2CCN(c3ccccn3)CC2)c1C
    13 | -9 | -1 | -8 | 12 | -10 | 18 | -2 | 17
45: Cc1occc1-c1nnc(SCC(=O)N2CCCCC2)o1
    -0.1 | -11 | 1 | 1 | -10 | 6 | 1 | -1 | 9
46: COc1ccc2nc(NC(=O)Cc3ccc(OC)c(S(=O)(=O)N4CCOCC4)c3)sc2c1
    1.5 | -3 | 1 | -18 | -6 | -9 | 5 | -1 | 9
47: CCOC(=O)c1c(NC(=O)C2COc3ccccc3O2)sc2c1CCN(Cc1ccccc1)C2 (stereo not drawn)
    -0.1 | -28 | -1 | -1 | -12 | -4 | -1 | -5 | 6
48: CC(C)c1cc(C(N)=O)c(NC(=O)C2CCC2)s1
    -0.2 | -6 | 17 | -1 | 1 | -2 | -3 | -5 | -7
49: CN(C)CCCNC(=O)c1cccc(-c2ccc3nccn3c2)c1
    6.1 | x | 13 | x | -13 | 5 | 0 | -7 | -17

Structures above that have an aryl methoxy group:
Below each SMILES – M1 ag parental | CHO parental Ca | CHO-K1 Ca antag | OXTR potentiator | CHRM1 antagonist | CHRM1 PAM | M4 ag | CHRM1 agonist | M4 antag
4: COc1ccc(S(=O)(=O)N2CCOC2CNC(=O)C(=O)NCc2ccc3c(c2)OCO3)cc1 (stereo not drawn)
    7.1 | -17 | -20 | 0 | -8 | 5 | 6 | -2 | -7
6: COc1ccccc1C(=O)N1CCN(C(=O)[C@H]2O[C@@H](n3ccc(=O)[nH]c3=O)[C@H](O)[C@@H]2O)CC1
    -0.5 | x | 7 | x | 1 | 1 | 1 | -3 | -10
9: COc1cccc(OCCNc2ccc([N+](=O)[O-])cn2)c1
    -0.2 | -9 | 18 | -8 | 4 | 4 | 1 | -1 | -6
10: COc1cccc(C(=O)N2CCN(S(C)(=O)=O)CC2)c1
    0.8 | -8 | -14 | 3 | -6 | 10 | 0 | -4 | 3
24: COc1cc(S(=O)(=O)NCCCN2CCOCC2)ccc1-n1cnnn1
    0.0 | -4 | -4 | 1 | 0 | 4 | 0 | -3 | -4
30: COc1ccc(N2CCN(c3cc(C)c4ccccc4n3)CC2)cc1
    2.5 | -22 | 1 | 4 | 2 | 3 | 8 | -3 | -12
34: COc1cc2nc(CN3CCOCC3)n(CC(=O)N3CCCCCC3)c(=O)c2cc1OC
    0.1 | 11 | -7 | 1 | -19 | 11 | 1 | 3 | 6
40: COc1cc(SC)ccc1C(=O)Nc1ccccn1
    2.2 | -16 | -10 | -12 | -9 | 6 | 4 | -4 | -8
46: COc1ccc2nc(NC(=O)Cc3ccc(OC)c(S(=O)(=O)N4CCOCC4)c3)sc2c1
    1.5 | -3 | 1 | -18 | -6 | -9 | 5 | -1 | 9
